ALOX12 inhib = 12-hLO (ALOX12) enzyme inhibition. P18054. purified 12-hLO, xylenol orange hydroperoxide absorbance. Potency, µM (highest dose often 57.1 µM), for the others: at the top dose activity change, negative = inhibition, usual class: inhibitors. actives 0.12% (n = 150,000). AID 1452; note: potency is the fitted concentration of half-maximal effect; nearly all actives have a fitted effect of over 55% in size; many of its hits are not listed in these tables
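Purified human 12hLO (150 nM final) was preincubated with compounds for 15 min at room temperature in 25 mM Hepes pH 7.0, 0.01% Triton X-100, then reacted with 40 uM arachidonic acid for 30 min. Hydroperoxide was detected with ferrous iron/xylenol orange.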
PNC assembly inh = perinucleolar compartment assembly inhibition | PC3M PTB-GFP, PNC prevalence imaging, 16 h; hits give low values | activity change (PNC), negative = inhibition, % at 10 µM | actives 3.1% (n = 140,000) | AID 2417;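 active = readout at or below -70, meaning at least 70% loss of cells showing the perinucleolar compartment, a nuclear body marking cancer cells; inconclusive = readout between -30 and a set limit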;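 note: plate controls were DMSO wells for no effect and camptothecin positive control wells for full effect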
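Read-out is percentage of cells bearing a perinucleolar compartment, from automated 20x imaging of fixed, Hoechst-stained PC3M PTB-GFP cells. Cells were seeded 4 h, then exposed 16 h to compound (23 nl of library stock) in duplicate plates.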
IMPase inh = membrane-permeable compound that blocks inositol monophosphatase; P97697; CHO-M1 cells, IP1 accumulation, HTRF TR-FRET ratio; inhibition (IP1 accumulation), % at 46.1 µM; 120,000 tested, under 10 active; AID 901; active = well fitted curve in the direction sought with a large enough effect in the signal ratio, not every such curve was filed as active; inconclusive = small, poorly fitted or top-dose-only effect, or a change in a side signal; inactive = no such curve, though single readings can be large or run the other way; the % refers to the signal ratio;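 note: cells stimulated with carbachol in lithium chloride buffer; plate controls were DMSO basal wells for no effect and reference inhibitor wells for full effect; higher means more IMPase inhibition seen as more IP1 and lower FRET ratio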
Target sequence (P97697 whole entry, looked up): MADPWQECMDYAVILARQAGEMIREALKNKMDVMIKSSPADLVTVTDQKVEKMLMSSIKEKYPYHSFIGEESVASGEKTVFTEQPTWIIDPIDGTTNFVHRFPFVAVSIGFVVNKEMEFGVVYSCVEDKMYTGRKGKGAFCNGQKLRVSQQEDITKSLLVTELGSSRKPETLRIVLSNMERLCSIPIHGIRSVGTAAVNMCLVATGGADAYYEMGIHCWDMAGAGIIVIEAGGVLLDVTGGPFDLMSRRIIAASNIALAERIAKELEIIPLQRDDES
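Measured: the HTRF emission ratio (665/620 nm) plus the 620 nm donor channel, each fitted to the Hill equation to give AC50. Cells were CHO-M1 given compounds up to 46 uM and a 30 min carbachol stimulation at 37C.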
15-hLO-2 inh = 15-hLO-2 (ALOX15B) enzyme inhibition. O15296. purified 15hLO-2, xylenol orange hydroperoxide absorbance. Potency, µM (titrated, usually from 57.1 µM), without a hit: at the top dose activity change, negative = inhibition, most hits filed as inhibitors. actives 0.56% (n = 110,000); note: potency is the fitted concentration of half-maximal effect; nearly all actives have a fitted effect of over 60% in size; many of its hits are not listed in these tables
Target sequence (O15296 whole entry, looked up): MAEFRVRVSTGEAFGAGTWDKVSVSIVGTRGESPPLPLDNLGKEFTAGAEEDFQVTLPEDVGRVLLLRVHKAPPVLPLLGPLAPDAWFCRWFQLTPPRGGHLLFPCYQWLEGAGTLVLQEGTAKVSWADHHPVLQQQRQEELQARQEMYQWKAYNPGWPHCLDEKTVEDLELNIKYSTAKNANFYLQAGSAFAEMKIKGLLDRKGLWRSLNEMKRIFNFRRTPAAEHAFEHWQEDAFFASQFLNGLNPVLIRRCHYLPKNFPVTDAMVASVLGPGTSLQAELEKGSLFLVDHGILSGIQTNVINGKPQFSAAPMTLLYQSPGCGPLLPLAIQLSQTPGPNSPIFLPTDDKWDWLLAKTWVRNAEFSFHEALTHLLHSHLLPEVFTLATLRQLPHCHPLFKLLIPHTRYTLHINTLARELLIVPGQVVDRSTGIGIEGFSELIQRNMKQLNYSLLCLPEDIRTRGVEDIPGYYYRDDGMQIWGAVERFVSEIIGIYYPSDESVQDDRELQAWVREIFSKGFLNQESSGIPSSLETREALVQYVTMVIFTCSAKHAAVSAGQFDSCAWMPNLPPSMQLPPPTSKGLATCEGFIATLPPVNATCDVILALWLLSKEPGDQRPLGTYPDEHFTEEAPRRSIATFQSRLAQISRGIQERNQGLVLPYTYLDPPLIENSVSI
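Enzyme 50 nM, AA 45 uM, 25 mM Hepes pH 7.5 + 0.01% Triton X-100; cpd preinc 15 min RT, rxn 90 min RT; stop/detect with 200 uM XO + 300 uM Fe(II) in 50 mM H2SO4, 30 min; A573/A405.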
* marks the source's active call; other numbers are inactive results; ? = inconclusive; nt = no result given; [ ] = another dose, or the depositor's remark. Unless noted, calls come from the whole dose curve; as a rule, active = well fitted curve in the direction sought with a large enough effect; inconclusive = small, poorly fitted or top-dose-only effect, or another doubt; inactive = no such curve, though single readings can be large; an effect the other way counts as inactive or inconclusive. Unless noted, % is set by controls: 0 for no effect and ±100 for the full control effect.

SMILES	ALOX12 inhib	PNC assembly inh	IMPase inh	15-hLO-2 inh
COCC(C)NC(=O)c1ccccc1OC(C)=O (configuration not stated)	1%	?	-7	1%
O=C(COC(=O)c1cc(Br)ccc1Cl)NC1CC1	-1%	?	1	nt
N#CCCN(C(=O)Nc1ccc(Cl)c(Cl)c1)c1ccccc1	-3%	?	nt	nt
C=CCn1c(-c2cccc(OC)c2)nc2nc3ccccc3nc21	-5%	36	1	-4%
COc1cccc(NC2=NCC(=O)N2Cc2cccs2)c1	-3%	-5	4	-4%
CCOc1ccc2nc(NC(=O)C3CCCN(S(=O)(=O)c4cccc5nonc45)C3)sc2c1 (configuration not stated)	12%	3	-6	16%
CCOc1ccccc1NC(=O)N1CCCC1C(=O)Nc1nnc(CC)s1 (configuration not stated)	-3%	17	-4	0%
CCC(=O)N1CCN(c2nc(-c3ccc(Cl)cc3)cs2)CC1	14%	3	-3	nt
Cc1cc2nc3c(=O)[nH]c(=O)nc-3n(CC(O)C(O)C(O)CO)c2cc1C (configuration not stated)	-3%[0.00818 µM]	nt	-11	-28%[0.0915 µM]
CCn1nc(NC(=O)c2ccccn2)c2cc3cccc(C)c3nc21	-1%	-20	7	-3%
CCn1c(SCC(=O)NC2CCCCC2)nc2c(c1=O)SC(C)C2 (configuration not stated)	-2%	58	5	1%
COc1ccc(Cn2c(/C=C/c3ccccc3)nc3ccccc32)cc1	0%	78	8	nt
COc1ccc(N(C(C)C(=O)NCc2ccco2)S(C)(=O)=O)cc1 (configuration not stated)	-2%	-9	6	9%
Cc1occc1-c1nnc(SCC(=O)NCc2cccs2)n1-c1ccc(F)cc1	1%	-6	5	-6%
Cc1ccc2nc(C3CCCN(C(=S)Nc4ccccc4C)C3)[nH]c2c1 (configuration not stated)	-3%	19	4	7%
COC(=O)c1c(N2C(=O)[C@H]3[C@@H](C2=O)[C@]2(C(=O)Nc4c2ccc(C)c4C)N2CCC[C@@H]32)sc(C)c1C	-4%	-8	3	nt
CC(C)C(=O)Nc1nnc(-c2ccccc2)o1	13%	?	4	1%
COc1ccccc1N1N=C(c2cccs2)CC1c1ccccc1 (configuration not stated)	4%	-20	nt	nt
Cc1nc2ccc(NC(=O)c3cc(S(=O)(=O)N(C)c4ccccc4)ccc3Cl)cc2s1	-2%	?	nt	nt
O=C(C1CCCO1)N1CCN(C(=S)Nc2ccccc2)CC1 (configuration not stated)	0%	?	nt	nt
c1ccc(-n2ncc3c(N4CCN(c5ccccn5)CC4)nc(N4CCCCCC4)nc32)cc1	-2%	36	-4	17%
OCCNc1nc(N2CCCC2)nc(N2CCCC2)n1	-2%	1	?	nt
CSC(=NC#N)N1CCN(c2ccc(Cl)cc2)CC1	-11%	?	2	-11%
CS(=O)(=O)N1CCC[C@@]2(CCN(c3ccccc3)C2)C1	-5%	nt	nt	-13%
C=CCOc1ccc(CNn2c(C)n[nH]c2=S)cc1OC	4%	-17	5	1%
(further entries)
SMILES	ALOX12 inhib	PNC assembly inh	IMPase inh	15-hLO-2 inh
O=c1[nH]ncc2c3ccccc3n(Cc3ccc(F)cc3)c12	-7%	27	4	7%
CCOc1ccc(-c2cn(S(=O)(=O)c3cccc4nsnc34)nc2N)cc1	3%	5	10	-6%
CCSc1ccccc1C(=O)NCc1ccc(OC)cc1	-2%	22	-4	3%
C/C(N)=C(/C#N)C(=O)CSc1nc2cc(Cl)ccc2c(=O)n1-c1ccc(C)cc1	-3%	22	3	nt
COc1ccccc1OCC(=O)Nc1ccc(S(=O)(=O)Nc2cc(C)nc(C)n2)cc1	0%	55	-12	-1%
COc1ccc(/C=N/NC(=O)c2[nH]c(C)c(C(=O)N/N=C/c3ccc(OC)cc3)c2C)cc1	-1%	?	8	nt
Cc1ccc(-c2nnc3ccc(SCC(=O)Nc4cc(C)on4)nn23)cc1	-2%	-1	8	-12%
Cc1cccc2cc(C#N)c(SCC(=O)N3CCC(C)CC3)nc12	-5%	-24	-2	-11%
CCN(CC)C(=O)CCC(=O)Nc1ccc(C(=O)OC)cc1	-4%	-21	-6	-3%
Cc1cc(NC(=O)CSCc2nc(-c3cccc(F)c3)oc2C)no1	-3%	1	6	6%
COC(=O)c1nc(-n2nc(C)cc2C)ccc1Cl	3%	?	2	1%
O=C(NC(=S)Nc1cc(Cl)ccc1N1CCOCC1)c1ccc(-c2cccc(Cl)c2)o1	1%	?	16	-8%
CCOC(=O)c1ccc(Nc2c(CC)c(C)nc3ncnn23)cc1	2%	-30	7	nt
C1=CN2CCC1C(c1ccccc1)C2 (configuration not stated)	-6%	?	17	-4%
COc1ccc(CC(=O)Nc2cc3oc4ccccc4c3cc2OC)cc1	-2%	?	nt	nt
Cc1ccc(C(=O)N2CC(=O)Nc3ccc(F)cc3C2c2ccccc2)cc1[N+](=O)[O-] (configuration not stated)	-1%	8	nt	nt
O=C(CSc1nnc(Cc2cc(=O)[nH]c(=O)[nH]2)n1-c1ccc(F)cc1)N1CCCCC1	5%	35	-2	1%
CCCCn1[nH]c(-c2ccccc2)cc1=O	-3%	31	nt	nt
CCCCCCNC(=O)c1c(O)c2cccc3c2n(c1=O)CCC3	-17%	11	-1	8%
NC(=O)CSc1nc2sc(-c3ccccc3)cc2c(=O)n1N	0%	15	-3	-6%
CCC(=O)Nc1ccc2c(c1)ncn2-c1ccccc1	-2%	12	-9	-3%
COc1cc(C(=O)Nc2ccc(Cl)c(C(F)(F)F)c2)cc(OC)c1OC	-1%	32	nt	nt
CC(C)Oc1ccccc1-c1nc(SCC(=O)O)n[nH]1	3%	?	6	0%
C=C(C)CN(CC)c1nc(N)c2c(N)nc3c(c2c1C#N)CC(=O)N3C12CC3CC(CC(C3)C1)C2	-8%	0	-4	0%
Cc1nn(C)cc1C(C(=O)NC1CCCCC1)N(C(=O)Cn1nnc2ccccc21)c1ccc(F)cc1 (configuration not stated)	2%	37	-5	-16%

Given with values under each structure: part of the list above
Results follow in this order: ALOX12 inhib	PNC assembly inh	IMPase inh	15-hLO-2 inh
> COc1cc(C(=O)Nc2ccc(Cl)c(C(F)(F)F)c2)cc(OC)c1OC
 : -1%	32	nt	nt
> CC(C)Oc1ccccc1-c1nc(SCC(=O)O)n[nH]1
 : 3%	?	6	0%
> C=C(C)CN(CC)c1nc(N)c2c(N)nc3c(c2c1C#N)CC(=O)N3C12CC3CC(CC(C3)C1)C2
 : -8%	0	-4	0%

(continued)
SMILES	ALOX12 inhib	PNC assembly inh	IMPase inh	15-hLO-2 inh
Fc1ccc(NC(=S)NCCc2ccc(Cl)cc2)cc1	?	3	nt	nt
O=C(NCc1ccco1)C1CN(S(=O)(=O)c2ccccc2)CCN1S(=O)(=O)c1ccccc1 (configuration not stated)	-9%	-25	-1	-8%
Cc1nc2ccccc2c(=O)n1/N=C/c1cn(-c2ccccc2)nc1-c1cccs1	-8%	?	1	5%
CCn1nc(C)c(NC(=O)/C=C/c2cnn(C)c2)c1C	-4%	-29	0	-5%
COc1ccc(CCN2CC(C#N)=C3c4cc(OC)c(OC)cc4CCN3C2)cc1OC	4%	-7	8	8%
CCCOC(=O)C1[C@H]2C(=O)N(CCCOC)C[C@]23C=C[C@H]1O3 (some centres not stated)	2%	?	-14	1%
O=C(CNC(=O)c1ccco1)NCC(=O)OCc1ccccc1Br	-4%	?	-7	2%
COc1ccc(CCN2C(=O)C(Oc3ccccc3C)C2c2ccc3c(c2)OCO3)cc1OC (configuration not stated)	-10%	-18	9	-5%
COc1ccc(N2CCC(CNC(=O)Nc3ccccc3)C2)cc1 (configuration not stated)	-22%	3	0	?
CCN1C(=O)CC(C(=O)Nc2ccc(F)cc2)SC1=Nc1cccc(OC)c1 (configuration not stated)	-4%	?	-7	8%
CC(=O)c1cccc(NC(=O)Nc2ccc3c(c2)N(C)C(=O)CS3)c1	-2%	-24	-3	2%[2.29 µM]
Cc1ccc(SCc2cc(=O)n3[nH]cnc3n2)cc1	3%	85	2	nt
Nc1c(-c2ccccc2)c(CSc2nc3ccccc3[nH]2)nn1-c1ccc(Cl)cc1	-2%	19	nt	nt
CN1CCN(c2cc(=O)n(C3CCCCC3)c(=O)[nH]2)CC1	-2%	?	9	-3%
CCOC(=O)C1CCN(C(=O)C2CCCCC2)CC1	1%	15	-9	5%
CSc1ccc(S(=O)(=O)NCc2ccc(C)cc2)cc1	0%	36	1	-3%
CCOc1c2ccc(C(=O)NCC34CC5CC(CC(C5)C3)C4)cc2nn1CC	6%	-6	5	11%
Cc1cc2nc(-c3ccc(NC(=O)C(C)C)cc3)oc2cc1C	-3%	?	-6	0%
CCOC(=O)C1CCCN(Cc2nc(N)nc(Nc3ccc(Cl)cc3)n2)C1 (configuration not stated)	0%	?	-5	18%
COc1cccc(C(=O)/C=C/Nc2ccc(S(=O)(=O)Nc3cccc(C(C)=O)c3)cc2)c1	?	-28	13	-16%
c1ccc(C2[C@H]3CN(CC4CCCCC4)[C@H](c4ccccc4)C34CC2(c2ccccc2)C4)cc1 (some centres not stated)	-1%	nt	nt	4%
O=C1c2ccccc2C(=O)c2c1ccc(O)c2O	?	nt	?	?
CCOC(=O)c1cc2c(s1)-c1c(C)cccc1OC2	-5%	6	-17	20%
COC(=O)c1cc(NC(=O)/C=C/c2ccc3c(c2)OCO3)cc(C(=O)OC)c1	2%	41	3	-9%
O=C1c2cccc3cccc(c23)C(=O)N1OS(=O)(=O)c1ccccc1	0%	?	-6[1.84 µM]	8%[11.4 µM]

Laid out differently: 3 of the compounds above.
canonical_smiles,ALOX12 inhib,PNC assembly inh,IMPase inh,15-hLO-2 inh
CCOc1c2ccc(C(=O)NCC34CC5CC(CC(C5)C3)C4)cc2nn1CC,6%,-6,5,11%
CCCOC(=O)C1[C@H]2C(=O)N(CCCOC)C[C@]23C=C[C@H]1O3 (some centres not stated),2%,?,-14,1%
Fc1ccc(NC(=S)NCCc2ccc(Cl)cc2)cc1,?,3,nt,nt

(cont.)
SMILES	ALOX12 inhib	PNC assembly inh	IMPase inh	15-hLO-2 inh
Cc1cc(Oc2ccc(-c3ccccc3)cc2)n2ncnc2n1	-6%	20	4	-1%
COC(=O)c1ccc(CCc2cc(O)ccc2O)cc1	3.5µM*	nt	nt	12%[11.4 µM]
CCCCCCCC(=O)OC(CN1CCCCC1)CN1CCCC1=O (configuration not stated)	3%	?	-4	9%
Clc1ccc(Oc2ncnc3oc(-c4ccccc4)cc23)cc1	1%	36	-2	-10%
COc1cccc(Nc2ncnc3c2cnn3-c2cccc(C)c2)c1	-7%	10	4	24%
Cc1ccc(-c2nn3c(C)nnc3c3ccccc23)cc1S(=O)(=O)NCCN1CCOCC1	-7%	68	-1	-7%
Cc1ccc(S(=O)(=O)N2CCN(c3ccc([N+](=O)[O-])c(NCCN4CCOCC4)c3)CC2)cc1	2%	-83*	1	nt
CCOc1ccc(OCCSc2nc3ccccc3c(=O)[nH]2)cc1	-1%	-4	-4	-5%
Cc1noc(C)c1COc1ccc(C(=O)OCC(=O)Nc2ccc3ccccc3c2)cc1	-6%	6	-3	-7%
Cc1c(Cl)c(S(N)(=O)=O)cc2c1=NC=NS=2(=O)O	-1%[11.4 µM]	nt	nt	-1%[11.4 µM]
CC(C)COc1ccc(/C=C2/Sc3ccccc3C2=O)cc1	2%	62	2	nt
COC(=O)[C@H]1[C@@H]2C[C@H]3c4[nH]c5ccccc5c4CCN3C[C@@H]2CC[C@@H]1O	3%	nt	2	13%
CC1(Cc2ccc3c(c2)OCO3)NC(=O)NC1=O (configuration not stated)	2%	-1	1	4%
O=C(CCC(=O)NC1CC1)Nc1nnc(C2CCCCC2)s1	-2%	1	-4	17%
CN(C)CCNC(=O)NC(=O)c1ccc(Cl)cc1	3%	-2	nt	nt
CCN(c1cccc(C)c1)S(=O)(=O)c1c(C)[nH]c(=O)[nH]c1=O	8%	19	6	4%
Cn1c(=O)n(C)c2cc(NC(=O)c3cc4ccccc4o3)ccc21	-1%	?	-9	2%
Cc1ccc2oc(-c3ccccc3)cc(=O)c2c1	-3%	nt	6	-7%
Cn1c(CNc2ccc(Cl)cc2)nc2ccccc21	-8%	51	6	43%[activator]

Screens deposited in PubChem by National Center for Advancing Translational Sciences (NCATS).

This is a subset (hit frequency here may not be typical).
